Yfh1-off respiration: mitochondrial function rescue without frataxin homolog – Friedreich's ataxia, plus single-dose screen, dose response (AID 1465); S. cerevisiae Yfh1-off respiration, WST-1 reduction, 72 h; higher fold induction means a stronger effect; one-dose fold induction at 50 µM; EC50 in µM for titrated hits; actives 0.074% (n = 220,000);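 active = fold induction of absorbance versus untreated yeast above a set limit, then at least 30% activation at any dose in follow-up; inconclusive = repeats straddling the limit, or above it without dose testing; inactive = fold induction below the set limit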;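 note: activators that raise dye reduction in frataxin-depleted yeast; strong numbers were not always called active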
West Nile antiviral: inhibition of WNV-induced cytopathic effect – cell-based, CPE readout (AID 1621). West Nile virus-infected cells, CPE inhibition; higher % means a stronger effect. CPE inhibition, % at 10 µM, or IC50 in µM where a hit was titrated. actives 0.02% (n = 290,000); in the data active = a potency from the dose series; inconclusive = CPE inhibition mostly from about 3.7% at the one dose, without a potency; inactive = the rest, 99 in 100 with CPE inhibition below about 2.2%; note: strong numbers were not always called active
HEK293 NOD2/NF-kB: NOD2 signaling inhibitors, cell-based, luminescence, uHTS, HEK293 (AID 1566). HEK293 NOD2/NF-kB luciferase reporter, luminescence; higher % means a stronger effect. one-dose inhibition, % at 4 µM; EC50 in µM for titrated hits. actives 0.63% (n = 290,000); note: many of its hits are not listed in these tables
KOR beta-arrestin-1: kappa opioid receptor activators – cell-based, luminescence, uHTS, primary screen (AID 1777). actives 0.02% (n = 280,000). activation, % at 10 µM; hits with a dose series show EC50 in µM. KOR beta-arrestin recruitment, luminescence; higher % means a stronger effect; in the data active = activation above about 50%, passing the limit was not always enough; note: a part of the inactive calls stands beside numbers as strong as those of hits
AID2073: inhibitors of Mint1-CaV2.2 protein interaction, biochemical, HTRF (AID 2073). HTRF protein-protein interaction, Mint1-CaV2.2; higher % means a stronger effect. inhibition, % at 20 µM, or IC50 in µM where a hit was titrated. actives 0.19% (n = 290,000); in the data active = inhibition mostly above about 51%, no sharp cut-off; inconclusive = no clear call, values can overlap the other calls; inactive = mostly below about 53%; note: some results filed as inactive read as strong as hits
Dengue-2 NS5 capping: flavivirus cap methylation enzyme inhibition – biochemical, confirmation dose response, primary screen (AID 588689); one-dose inhibition, % at 25 µM; IC50 in µM for titrated hits; actives 0.3% (n = 340,000); Dengue-2 NS5 methyltransferase capping enzyme assay, biochemical; higher % means a stronger effect; in the data active = a potency from the dose series; inconclusive = inhibition above about 29% without an active follow-up result
KOR beta-arrestin-2: kappa opioid receptor blockers – cell-based, luminescence, uHTS (AID 1778). one-dose inhibition, % at 10 µM; IC50 in µM for titrated hits. KOR beta-arrestin recruitment, luminescence, antagonist mode; higher % means a stronger effect. actives 0.091% (n = 290,000); note: strong numbers were not always called active
NOD1 inhibition: NOD1 signaling inhibitors, primary screen, cell-based, luminescence, uHTS (AID 1578); actives 1% (n = 290,000); one-dose inhibition, % at 4 µM; EC50 in µM for titrated hits; NOD1-driven NF-kB luciferase reporter cells, luminescence; higher % means a stronger effect; in the data active = inhibition mostly above about 36%, no sharp cut-off; inactive = mostly below about 34%;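 note: HEK-293T reporter cells stimulated with the NOD1 agonist gamma-tri-DAP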
HIV peptide binding: cell-free HIV fusion peptide-binding blockers – biochemical, uHTS, fluorescence dequenching, primary screen (AID 1986); actives 0.3% (n = 290,000); cell-free peptide binding, fluorescence dequenching, 30 min; higher % means a stronger effect; one-dose inhibition, % at 20 µM; IC50 in µM for titrated hits; in the data active = inhibition mostly above about 52%, no sharp cut-off; inactive = mostly below about 76%; note: some results filed as inactive read as strong as hits
Dengue-2 NS5 capping pilot replicate: second read-out of Dengue-2 NS5 capping, no call of its own (marks repeat the call); inhibition, %; measured here: pilot screen replicate inhibition
* marks the source's active call; other numbers are inactive results; i = inactive; u = inconclusive; x = not tested or not shown; [ ] = another dose, or the depositor's remark. Cut-off read from the data, not from the text of the source, unless noted: active = inhibition above about 50%; inactive = the rest. An excerpt; rates above refer to the full screens.

SMILES	Yfh1-off respiration	West Nile antiviral	HEK293 NOD2/NF-kB	KOR beta-arrestin-1	AID2073	Dengue-2 NS5 capping	KOR beta-arrestin-2	NOD1 inhibition	HIV peptide binding	others
O=C(Nc1cccc(-c2nc3cc(Cl)ccc3o2)c1)C1CCCO1 (configuration not stated)	i	0.2%	-54%	3.8%	-3%	-1%	6%	-39%	1.0%
CC(C)c1ccc(N(C(=O)c2snc(C(N)=O)c2N)C(C(=O)NCC2CCCO2)c2ccc(N(C)C)cc2)cc1 (configuration not stated)	x	-0.2%	4%	-6.6%	2%	-2%	-33%	-18%	-3.5%
O=C(N/N=C1\CC(c2ccccc2)Oc2ccccc21)c1cccnc1 (configuration not stated)	i	-1.2%	2%	8.6%	-2%	-2%	-29%	17%	-3.4%
Cc1ccc(NC(=O)c2ccccc2NC(=O)Cc2ccccc2)cc1	i	-0.1%	8%	7.6%	-2%	3%	7%	0%	-2.4%
CCOc1ccc2[nH]c(=O)c(CN(Cc3ccc(C)cc3)C(=O)N3CCCC3)cc2c1	i	-0.1%	16%	-2.2%	4%	-6%	7%	8%	-0.6%
COc1cc(C(=O)N/N=C(\C)Cc2ccccc2)cc(OC)c1OC	i	u	4%	-7.7%	-5%	13%	4%	-22%	-2.4%
COc1ccccc1N1CCN(C(=O)c2ccc3c(c2)NC(=O)C(CSCc2ccccc2C)N3)CC1 (configuration not stated)	x	-0.4%	17%	-2.8%	35%	x	-9%	-7%	7.7%
O=C(Oc1ccc(Br)cc1C(=S)N1CCOCC1)c1ccc(F)cc1	x	-0.7%	-14%	5.7%	-14%	1%	-21%	-10%	-0.4%
CC1(C(=O)Nc2ccc3c(c2)OCCO3)CC1(Cl)Cl (configuration not stated)	x	0.0%	-9%	1.6%	-10%	-5%	21%	-37%	1.0%
Cc1c(C(=O)OC(C)C)sc2nc[nH]c(=O)c12	i	-0.1%	-8%	-0.6%	2%	-4%	22%	-38%	0.0%
FC(F)(F)c1ccc(CN2C[C@@H]3C(c4ccc(Cl)nc4)C4(c5cccnc5)CC3(C4)[C@H]2c2ccccc2)cc1 (some centres not stated)	i	-0.3%	-7%	0.6%	7%	x	31%	1%	1.1%
COc1ccccc1C(c1c(N)n(C)c(=O)n(C)c1=O)C(C)[N+](=O)[O-] (configuration not stated)	i	1.0%	21%	-0.3%	-3%	x	8%	6%	0.8%
CCOC(=O)C1CCCN(C(=O)C(C)(C)Oc2ccc(Cl)cc2)C1 (configuration not stated)	i	0.3%	-6%	5.0%	5%	-5%	-22%	-25%	2.1%
O=C(NCc1ccc2c(c1)OCO2)c1nc(Cn2cc([N+](=O)[O-])cn2)no1	x	-0.1%	-6%	3.5%	12%	1%	-33%	-6%	-0.5%
COCCN=C1NN=C(c2cc(C)n(CC3CCCO3)c2C)CS1 (configuration not stated)	i	0.0%	19%	-3.3%	9%	0%	4%	9%	2.5%
CCCNC(=O)COc1coc(CN2CCN(Cc3ccccc3)CC2)cc1=O	x	-0.2%	10%	-0.3%	-2%	-13%	-20%	-7%	1.7%
Cc1cc(-c2nnc(SCC(=O)c3ccc4c(c3)OCCO4)o2)no1	i	0.5%	-10%	-4.9%	4%	-3%	13%	-5%	1.5%
CC(=O)COc1ncnc2c(Cl)cc(Cl)cc12	i	-0.4%	-2%	0.7%	1%	2%	-12%	-18%	-1.1%
CC(C)C(=O)NNC(=O)CN1CCN(c2nc(-c3ccccc3)cs2)CC1	i	-0.1%	-9%	x	-1%	-1%	-17%[20 µM]	-45%	0.5%
CCCC(c1nnnn1CCOC)N1CCN(C(=O)c2ccco2)CC1 (configuration not stated)	i	0.1%	-18%	2.3%	6%	-1%	20%	6%	0.2%
Cc1cc(NC(=O)c2cnn3cccnc23)nn1CC(=O)Nc1cccnc1	i	1.7%	3%	-5.3%	u	-3%	28%	-14%	-2.4%
CC1CCCC(C)N1C(=O)CCN1C(=O)C2C3C=CC(C3)C2C1=O (configuration not stated)	x	-0.5%	3%	-3.6%	5%	-10%	-28%	-29%	-1.7%
Cc1ccc(-c2cc(C(F)F)n3ncc(C(=O)NCc4ccco4)c3n2)cc1	i	-0.2%	16%	-2.2%	46%	-3%	24%	-14%	-3.4%
CCCCN1C(=O)C(=O)N(CC(=O)NC2CCCc3ccccc32)C1=O (configuration not stated)	i	-0.1%	2%	0.9%	10%	-17%	-26%	-4%	-1.7%
O=C(N/N=C/c1ccncc1)c1ccccn1	x	0.5%	6%	-3.5%	14%	0%	-4%	3%	-1.3%

Following part:
SMILES	Yfh1-off respiration	West Nile antiviral	HEK293 NOD2/NF-kB	KOR beta-arrestin-1	AID2073	Dengue-2 NS5 capping	KOR beta-arrestin-2	NOD1 inhibition	HIV peptide binding	others
O=c1c2c3c(sc2nc2n1CCCC2)CCCC3	i	-0.3%	15%	3.4%	27%	10%	14%	19%	-0.6%
CC(=O)Nc1ccc(NC(=O)[C@@H]2CCCN2S(=O)(=O)c2ccc3c(c2)OCCO3)cc1	i	-1.3%	-1%	-6.0%	6%	-8%	-14%	-12%	0.7%
Cc1ccc(/C=N/NC(=O)c2ccc(NC(=O)c3ccc(Cl)cc3)cc2)o1	x	-0.3%	-4%	-0.2%	5%	-4%	-58%	-21%	0.4%
CN(C)c1ccc(/C=N/NC(=O)CN(c2cccc(Cl)c2)S(C)(=O)=O)cc1Br	i	0.0%	-1%	6.6%	5%	0%	-64%	51%	0.2%
O=C(NNS(=O)(=O)c1ccc(F)cc1)C1CC(c2cccnc2)=NO1 (configuration not stated)	i	0.6%	6%	10%	5%	4%	28%	51%*	-2.1%
C[n+]1cccc(C(=O)NNC(=O)C23CC4CC(CC(C4)C2)C3)c1	i	1.3%	14%	-1.5%	-8%	2%	-11%	-30%	0.6%
COc1cc(-c2nnc3sc(C4CCCCC4)nn23)cc(OC)c1OC	i	0.2%	-6%	0.4%	-2%	1%	-3%	-21%	-3.2%
Cc1ccc(-n2nc(C(=O)O)c3ccccc3c2=O)cc1C	i	0.2%	18%	0.9%	5%	1%	-70%	-13%	-0.1%
CC(C)CC1NC(=O)N(CC(=O)Nc2ccc3c(c2)CCC3)C1=O (configuration not stated)	i	-1.5%	2%	-3.0%	0%	-8%	-16%	-41%	1.2%
CCN(CC)S(=O)(=O)c1ccc(NC(=O)COC(=O)c2ccc(Br)o2)cc1	i	0.2%	-20%	-2.4%	8%	-2%	19%	-5%	-0.3%
CCC12OC(=N)C(C#N)(C1C)C(C#N)(C#N)C(c1ccccc1)O2 (configuration not stated)	i	-0.4%	5%	4.1%	16%	6%	-18%	-23%	5.1%
[N-]=[N+]=NC(c1ccccc1)c1nc2ccccc2[nH]c1=O (configuration not stated)	x	1.1%	13%	0.7%	5%	-5%	-10%	-9%	0.3%
Cc1cccc(CCN(Cc2cc3cccc(C)c3[nH]c2=O)C(=O)N2CCOCC2)c1	i	0.1%	4%	3.5%	-1%	-10%	14%	-3%	-0.9%
Cc1ccn2cc(CSc3ccccc3)nc2c1	i	-0.2%	-78%	-2.6%	-4%	1%	-10%	-42%	0.1%
NNC(=O)c1csc(Cc2c(Cl)sc3ccc(Cl)cc23)n1	i	-0.5%	-66%	7.0%	9%	-7%	42%	12%	-2.6%
Cc1ccc(NC(=O)CC(C)S(=O)(=O)c2ccc3c(c2)NC(=O)CO3)cc1C (configuration not stated)	x	0.5%	10%	-4.2%	2%	6%	5%	-11%	0.0%
N#C/C(=N/Nc1ccc([N+](=O)[O-])cc1)C(=N)N1CCCCC1	i	-0.6%	-131%	-6.2%	-13%	-4%	57%	-49%	2.0%
CCN(c1cccc(C)c1)c1nc2ccsc2c(=O)s1	i	-0.4%	19%	-3.4%	11%	2%	15%	13%	-2.6%
Cc1ccc(S(=O)(=O)N(CC(=O)NCCC2=CCCCC2)Cc2ccccc2F)cc1	i	-0.4%	-11%	5.8%	3%	2%	0%	7%	-1.1%
O=C(Nc1ccc(Oc2ccccc2)cc1)C1CCCO1 (configuration not stated)	i	0.5%	-40%	11%	3%	-1%	-20%	-51%	-1.0%
COc1ccc(/C=C/c2c(-c3ccc(OC)cc3)oc3cccnc23)cc1	x	0.0%	-1%	1.7%	18%	-1%	-21%[20 µM]	-29%	2.5%
COc1ccc(NC(=O)COC(=O)c2cc([N+](=O)[O-])ccc2N2CCOCC2)cc1	x	-0.2%	9%	-0.8%	3%	-6%	-13%	0%	-1.2%
Clc1ccccc1-c1nn2c(Cn3cnc4ccccc43)nnc2s1	x	x	-9%	4.1%	-36%	2%	-18%	-10%	-1.1%
CCc1ccc(CCC(=O)Nc2ccc(OC)cc2)o1	i	-0.2%	10%	0.3%	6%	-9%	16%	-32%	-1.2%
Nc1nonc1OCCc1ccccc1	i	0.1%	-5%	-3.8%	4%	-3%	-6%	-27%	0.3%

Brought forward from above: two entries, followed by the next part.
SMILES	Yfh1-off respiration	West Nile antiviral	HEK293 NOD2/NF-kB	KOR beta-arrestin-1	AID2073	Dengue-2 NS5 capping	KOR beta-arrestin-2	NOD1 inhibition	HIV peptide binding	others
CCc1ccc(CCC(=O)Nc2ccc(OC)cc2)o1	i	-0.2%	10%	0.3%	6%	-9%	16%	-32%	-1.2%
Nc1nonc1OCCc1ccccc1	i	0.1%	-5%	-3.8%	4%	-3%	-6%	-27%	0.3%
O=C(CC1SC2=NCCN2C1=O)Nc1ccc(Cl)cc1 (configuration not stated)	i	0.0%	12%	-2.1%	5%	-5%	21%	-21%	0.2%	Dengue-2 NS5 capping pilot replicate=-5.5
COC(=O)c1ccccc1NC(=O)Cn1ccnc1	i	0.4%	2%	-0.5%	2%	-2%	13%	-2%	0.6%
CCOCCCn1c(SCC(=O)Nc2ccccc2)nc2ccccc2c1=O	x	-0.7%	7%	1.5%	6%	x	-21%[20 µM]	36%	-2.0%
CCc1nnc(NC(=O)CCC(=O)N2CCN(Cc3ccc(F)cc3)CC2)s1	x	-0.2%	-12%	-1.2%	-17%	5%	-64%	-6%	1.6%
N#C/C(=C\c1cccc(OCC(=O)O)c1)c1nc2ccccc2[nH]1	x	-0.7%	-2%	-5.8%	8%	-5%	16%	-12%	1.1%
O=C(Nc1nnc(COc2ccccc2)s1)Nc1ccccc1F	i	1.2%	9%	-3.4%	20%	11%	-4%	-5%	-0.6%
C/C(=N/NC(=O)Cc1ccccc1)c1ccc(C)s1	i	-0.5%	-4%	0.8%	-3%	5%	25%	-19%	1.5%
CC1=C/C(=C\C=C(C#N)C#N)N(C)c2ccccc21	i	0.2%	22%	-2.8%	26%	-11%	34%	7%	47%

Arranged by molecular weight (rising): part of the list above
SMILES	Yfh1-off respiration	West Nile antiviral	HEK293 NOD2/NF-kB	KOR beta-arrestin-1	AID2073	Dengue-2 NS5 capping	KOR beta-arrestin-2	NOD1 inhibition	HIV peptide binding	others
COC(=O)c1ccccc1NC(=O)Cn1ccnc1	i	0.4%	2%	-0.5%	2%	-2%	13%	-2%	0.6%
O=C(Nc1nnc(COc2ccccc2)s1)Nc1ccccc1F	i	1.2%	9%	-3.4%	20%	11%	-4%	-5%	-0.6%
CCc1nnc(NC(=O)CCC(=O)N2CCN(Cc3ccc(F)cc3)CC2)s1	x	-0.2%	-12%	-1.2%	-17%	5%	-64%	-6%	1.6%

Assay outcomes deposited in PubChem BioAssay by several laboratories.
